Compound activity from PubChem BioAssay.
12-LOX inh = blocks human arachidonate 12S-lipoxygenase. 580,000 tested, 1.1% active. AID 1671190. purified 12hLO, xylenol orange hydroperoxide absorbance. Potency, µM (series often up to 108 µM), inactives show at the top dose activity change, negative = inhibition, hits mostly inhibitors; note: potency is the fitted concentration of half-maximal effect; % is set by controls: 0 for no effect and ±100 for the full control effect
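Purified human 12hLO at 150 nM in 25 mM Hepes, 0.01% Triton X-100, pH 7.0, preincubated 15 min at room temperature with compound. Reaction started with 40 uM arachidonic acid, 30 min at room temperature. Hydroperoxide measured by Fe-xylenol orange, 573/405 nm absorbance ratio.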
Glioma ERSR ind = induces the endoplasmic reticulum stress response in human glioma cells; Potency, µM, inactives show top-dose activation, usual class: activators; AID 602332; U87-MG GRP78 promoter luciferase reporter, 16 h; 420,000 tested, 0.02% active; note: potency is the fitted concentration of half-maximal effect; series mostly up to about 76 µM; % of control where 0% means no effect; nearly all actives have a fitted effect of over 35% in size
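ERSR induction read as luciferase luminescence (Bright-Glo, 10 min at room temperature) in stably transfected human U87-MG glioma cells exposed to compounds for 16 h, using GRP78 as sensor.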
D2 antagonist = antagonists of human D2 dopamine receptor; HEK293 TREx D2 cells, calcium flux, dopamine EC80; P14416; 340,000 tested, 2% active; inhibition, % at 10 µM; AID 485344; in the data active = inhibition above about 30%; note: 0% is about no effect
Target sequence (P14416 whole entry, looked up): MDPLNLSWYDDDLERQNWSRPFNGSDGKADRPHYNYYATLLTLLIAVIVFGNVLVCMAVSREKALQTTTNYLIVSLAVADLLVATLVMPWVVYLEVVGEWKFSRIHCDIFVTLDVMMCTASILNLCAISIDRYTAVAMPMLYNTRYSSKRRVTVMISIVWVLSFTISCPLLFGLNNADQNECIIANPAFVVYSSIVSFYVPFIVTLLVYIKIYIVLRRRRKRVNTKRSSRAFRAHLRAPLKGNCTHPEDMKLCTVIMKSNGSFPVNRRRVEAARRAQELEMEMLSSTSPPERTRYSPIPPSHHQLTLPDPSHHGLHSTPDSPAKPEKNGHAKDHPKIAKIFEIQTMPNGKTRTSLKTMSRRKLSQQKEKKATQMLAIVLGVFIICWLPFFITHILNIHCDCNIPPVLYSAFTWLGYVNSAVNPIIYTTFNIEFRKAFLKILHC
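In this primary screen, negative modulation is detected by tracking calcium flux after an EC80 dopamine challenge in inducible HEK293 T-REx D2 cells preexposed to test compound for 180 s.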
D2 ag = D2 dopamine receptor (human) agonism. P14416. HEK293 T-REx D2 cells, calcium flux agonist mode. activation, % at 2 µM. 340,000 tested, 0.53% active;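 active = activation over 3 SD above normal in the single-dose calcium agonist read, cut at about 30% in these data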; note: 0% is about no effect
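Tetracycline-induced HEK293 Trex cells with D2 receptor force-coupled to calcium signaling, plated overnight at 30 C and loaded with no-wash calcium dye. Calcium flux read kinetically for 180 s after compound addition; responses flag agonists.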
Vif-APOBEC3F blk = Vif-A3F binding inhibition; HeLa A3F-eYFP + Vif (tagged APOBEC3F with the HIV-1 protein that degrades it), YFP fluorescence increase; Potency, µM (titrated, usually from 46.1 µM), without a hit: at the top dose activity, negative = active; 390,000 tested, 0.2% active; note: potency is the fitted concentration of half-maximal effect; % of control where 0% means no effect; nearly all actives have a fitted effect of over 65% in size
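HeLa cells stably expressing Vif plus C-terminally eYFP-tagged A3F were seeded, incubated overnight at 37 deg C, dosed with compound, incubated overnight again at 37 deg C. Yellow fluorescence (Ex 488/Em 500-530) reported blocked Vif-mediated A3F-eYFP degradation.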
Vif-APOBEC3G blk = Vif-A3G binding inhibition; Q9HC16; HeLa A3G-eYFP + Vif (tagged APOBEC3G with the HIV-1 protein that degrades it), YFP fluorescence, overnight; Potency, µM (top dose mostly 46.1 µM), without a hit: top-dose activity, negative = active, usual class: inhibitors; 410,000 tested, 0.076% active; AID 602310;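 note: potency is the fitted concentration of half-maximal effect; % is set by controls: 0 for no effect and ±100 for the full control effect; nearly all actives have a fitted effect of over 60% in size; hits raise eYFP signal because A3G escapes Vif-driven loss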
Target sequence (Q9HC16 whole entry, looked up): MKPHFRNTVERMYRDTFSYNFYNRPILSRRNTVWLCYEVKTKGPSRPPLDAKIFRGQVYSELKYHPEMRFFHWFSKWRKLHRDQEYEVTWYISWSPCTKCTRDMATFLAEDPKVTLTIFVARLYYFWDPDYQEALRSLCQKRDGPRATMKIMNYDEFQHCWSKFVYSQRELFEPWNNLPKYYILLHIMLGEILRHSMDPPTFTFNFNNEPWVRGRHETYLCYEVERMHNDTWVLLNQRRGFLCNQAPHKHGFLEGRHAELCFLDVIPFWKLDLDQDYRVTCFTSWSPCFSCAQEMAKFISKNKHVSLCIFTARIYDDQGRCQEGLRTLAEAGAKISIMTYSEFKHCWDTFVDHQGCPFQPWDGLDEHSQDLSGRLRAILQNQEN
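Read-out is eYFP fluorescence (Ex 488/Em 500-530) from Vif-expressing HeLa A3G-eYFP cells; more signal means A3G escaped Vif-mediated degradation. Cells plated overnight, compound pinned in, incubated overnight at 37 deg C.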
RGS4 inh = inhibitors of human regulator of G protein signaling 4. P49798. Transcreener GDP fluorescence polarization, RGS4-accelerated GTP hydrolysis. Potency, µM (doses to about 114 µM), for inactives: top-dose activity change, negative = inhibition, usual class: inhibitors. 390,000 tested, 0.039% active; note: potency is the fitted concentration of half-maximal effect; % is set by controls: 0 for no effect and ±100 for the full control effect; nearly all actives have a fitted effect of over 75% in size; some results filed as inactive show a strong effect at the top dose
Target sequence (P49798 whole entry, looked up): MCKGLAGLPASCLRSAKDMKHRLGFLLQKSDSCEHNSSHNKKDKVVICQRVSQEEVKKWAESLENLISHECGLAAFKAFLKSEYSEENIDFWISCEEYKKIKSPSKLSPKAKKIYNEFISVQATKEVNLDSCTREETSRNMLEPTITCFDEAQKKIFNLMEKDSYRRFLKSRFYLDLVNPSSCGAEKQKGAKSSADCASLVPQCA
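MLSMR compounds (23 nl, pin-transferred) preincubated 10 min at room temperature with a 500nM (2x) first reagent, then RGS4 at 900nM (2x) plus Transcreener GDP mix added; fluorescence polarization (620/688 nm) read before and after 90 min at 30 °C.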
ERG-DNA inh = ERG Ets/DNA interaction inhibition. fluorescence polarization, His-ERG Ets domain / labelled DNA. Potency, µM (top dose mostly 76.9 µM), without a hit: at the highest dose FP activity, negative = inhibition, most hits filed as inhibitors. 370,000 tested, 0.028% active; active = well fitted inhibition curve with a large enough effect in the polarisation, with a control signal flat; inconclusive = small, poorly fitted or top-dose-only effect, or effect the other way, or a change in a side signal; inactive = no such curve, though single readings can be large or run the other way; the % refers to the polarisation;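 note: polarization taken with two DNA probes labelled with fluorescein and Texas red; potency is the fitted concentration of half-maximal effect; % of control where 0% means no effect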
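His-tagged ERG Ets domain (1 uM in the protein solution; 300mM KCl, 50mM Tris-HCl, 1mM EDTA, 1mM DTT, pH 7.5) received compound, then a probe mix of 5 nM fluorescein-DNA and 100nM Texas-615-DNA. Fluorescence polarization was read for both dyes.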
LDHA inh = blocks human lactate dehydrogenase A | purified LDHA, NADH/diaphorase-resazurin fluorescence; hits give low values | activity change, % (values are at about 110 or 230 µM) | 480,000 tested, 0.15% active; in the data active = activity change below about -30%; inconclusive = mostly about -25% to -30%;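 note: plate controls were DMSO wells for no effect and wells without enzyme for full effect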
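Enzyme activity of human lactate dehydrogenase 5 (2 nM; 0.06 mM NADH, 0.2 mM pyruvate, 5 min, RT) is measured via a resazurin/diaphorase fluorescence readout of residual NADH.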
The depositor's hits bear a star; ? = inconclusive; . = not tested or not shown; & = joins results of further samples; [ ] = remark or other dose. Unless noted, calls come from the whole dose curve; as a rule, active = well fitted curve in the direction sought with a large enough effect; inconclusive = small, poorly fitted or top-dose-only effect, or another doubt; inactive = no such curve, though single readings can be large; an effect the other way counts as inactive or inconclusive. Some of the compounds tested; count on the stated rates, not on these rows.

SMILES	12-LOX inh	Glioma ERSR ind	D2 antagonist	D2 ag	Vif-APOBEC3F blk	Vif-APOBEC3G blk	RGS4 inh	ERG-DNA inh	LDHA inh
COc1ccc(NC(=O)c2cc(-c3ccc4c(c3)OCO4)on2)c(OC)c1	0%	0%	.	.	1%	0%	-2%	8%	-1
CCN(CC)CCN(C)Cc1ccc(Br)cc1	?	-4%	21	0.9	2%	-2%	-14%	.	?
Cc1snc(SCC(=O)N/N=C(\N)COc2cccc(C(F)(F)F)c2)c1C#N	-5%	-2%	20	-0.9	3%	-3%	-21%	3%	0
C=CCC[C@H](Cc1ccc(F)cc1)C(=O)OC[C@H](Cc1c[nH]c2ccccc12)NC(=O)[C@H](CC=C)CC(=O)N(CCO)Cc1ccccc1	-11%	0%	.	.	-2%	-5%	2%	-16%	5
COCc1cc(C)nc(OCC(=O)N/N=C/c2ccccc2)c1C#N	-9%	-4%	.	.	4%	0%	1%	1%	-1
N/C(=N\c1nc2c(c(=O)[nH]1)CCCC2)Nc1ccccc1	0%[57.4 µM]	-4%	-4	-0.5	-7%	3%	3%	-3%	-5
COc1ccc(CCN(C)C(=O)C23CC4CC(CC(Cl)(C4)C2)C3)cc1OC	-15%	-1%	1	-0.2	8%	1%	14%	-2%	-8
CCOC(=O)c1c(NC(=O)COC(=O)c2cnccn2)sc(C(=O)NC)c1C	-24%	-3%	-9	-0.3	0%	2%	-32%	.	-3
Cc1ccc2c(c1)N(CC(=O)NCc1cccs1)C(=O)C(C)O2 (configuration not stated)	1%	-1%	11	-0.6	.	-1%	19%	-2%	-15
N#Cc1ccccc1CSc1nnc(-c2ccncc2)o1	.	6%	0	0.1	-14%	-23%	4%	-6%	-1
O=C(Cn1[nH]c(=O)c2ccccc2c1=O)N1CC=C(c2ccccc2)CC1	?	-5%	9	0.0	-3%	-1%	-6%	2%	3
O=C(COc1ccc(Cl)cc1)Nc1ccccc1Cl	0%	2%	-10	0.5	4%	-3%	13%	2%	-1
COc1ccc(/C=C(/NC(=O)c2ccco2)C(=O)Nc2ccc(C(=O)O)cc2)cc1	-1%	1%	-15	-3.0	8%	-1%	-15%	-10%	-3
O=C(O)C1CCN(C(=O)COc2ccc3c4c(c(=O)oc3c2)CCC4)CC1	-15%	-2%	15	5.5	-7%	1%	-24%	8%	12
CC(C)C(NC(=O)C12CC3CC(CC(C3)C1)C2)C(=O)O (configuration not stated)	5%	-4%	12	0.1	3%	8%	25%	4%	-2
Oc1ccccc1CN1CCCC(N2CCc3ccccc3C2)C1 (configuration not stated)	?	-2%	-11	0.8	-1%	-2%	10%	-7%	1
COC(=O)c1ccccc1NC(=S)N(Cc1ccc2c(c1)OCO2)Cc1cc2ccc(OC)cc2[nH]c1=O	?	-5%	-9	-0.9	6%	2%	-50%	-9%	-1
COc1ccc(OCC(=O)Nc2ncc3c(n2)CC(C)(C)CC3=O)cc1	-6%	-5%	2	0.1	5%	1%	0%	2%	-3
O=C(Nc1ccc(CN2CCCCC2)cc1)c1cc(Br)ccc1Cl	4%	-2%	15	-0.9	14%	-1%	10%	34%[activator]	-10
CC(C)c1ccc(C2(C)NC(=O)N(CC(=O)NC3CCCC(C)C3C)C2=O)cc1 (configuration not stated)	6%	-4%	-14	0.5	1%	-9%	4%	0%	-4
CCOc1ccc(S(=O)(=O)NCc2cccn2Cc2cccc(C)c2)cc1	-28%	-2%	.	1.0	5%	-11%	15%	0%	-12
CC(=O)Nc1ccn(Cc2c(F)cccc2Cl)n1	5%	-2%	-21	0.5	5%	0%	32%	0%	-4
Cc1ccc(C)c(N(CC(=O)NC(C)C)C(=O)CCC(=O)Nc2ccccn2)c1	0%	-2%	6	0.4	-17%	0%	11%	3%	-8
O=C(CCCn1c(=S)[nH]c2cc3c(cc2c1=O)OCO3)N1CCN(c2ccccc2)CC1	0%	-2%	-12	0.0	0%	4%	-13%	11%	12
NC(=O)C1CCN(C(=O)/C=C/c2cccc(Br)c2)CC1	11%	-1%	6	-0.4	-15%	-1%	4%	-9%	-12

Next section (2 carried over from the part before).
SMILES	12-LOX inh	Glioma ERSR ind	D2 antagonist	D2 ag	Vif-APOBEC3F blk	Vif-APOBEC3G blk	RGS4 inh	ERG-DNA inh	LDHA inh
O=C(CCCn1c(=S)[nH]c2cc3c(cc2c1=O)OCO3)N1CCN(c2ccccc2)CC1	0%	-2%	-12	0.0	0%	4%	-13%	11%	12
NC(=O)C1CCN(C(=O)/C=C/c2cccc(Br)c2)CC1	11%	-1%	6	-0.4	-15%	-1%	4%	-9%	-12
Cc1ccc(-c2cc(-c3ccc(F)cc3)n[nH]2)c(O)c1	-13%	8%	-7	0.2	-18%	-9%	11%	9%	-5
Cc1cc(NC(=O)COc2ccc(Cl)cc2Cl)n(CCC#N)n1	-3%	6%	1	0.0	-1%	-4%	-4%	.	-5
Cc1cccc(Nc2nc3c(c(=O)n(C)c(=O)n3C)n2CC(O)CO)c1 (configuration not stated)	-9%	-2%	.	.	-3%	-2%	-32%	3%	-3
C/C(=N\NC(=O)Cn1nc(C)c(Br)c1C)c1cccs1	7%	-5%	-10	0.1	-3%	0%	11%	-13%	-1
COc1cccc(CNS(=O)(=O)c2c(C)nc3scc(C)n3c2=O)c1	16%&2%	2%&-2%	-10	0.3&0.1	-4%&3%	2%&-2%	-14%[56.9 µM]	-14%&0%	-11&-2
Cc1cccc(NC(=O)CSc2nc3[nH]ncc3c(=O)[nH]2)c1	-9%	-3%	4	0.7	1%	-1%	-10%	-2%	-4
CCOCCCNC(=O)C(NC(=O)c1ccccn1)c1ccc(C)cc1 (configuration not stated)	26%	1%	-2	-0.5	1%	4%	4%	5%	-4
CS(=O)(=O)c1ccc(N2CCN(c3ccccn3)CC2)c([N+](=O)[O-])c1	-11%	1%	23	1.1	10%	5%	7%	-5%	-12
COc1ccccc1/C=C/C=N/n1c(-c2ccc(C)cc2)n[nH]c1=S	?	0%	-4	-1.7	-17%	?	?	-1%	-12
CCOC(=O)C1=CN(Cc2cccc(I)c2)S(=O)(=O)N(C)C1C (configuration not stated)	-20%	-1%	.	.	-2%	-4%	18%	-8%	-4
CC(C)(C)c1ccc(OCCCC(=O)Nc2cccc(S(=O)(=O)N3CCOCC3)c2)cc1	-24%	-5%	-3	-0.1	0%	1%	-9%	12%	-1
CC(NC(=O)c1ccc(Cl)cc1)C(=O)NC1=NCCS1 (configuration not stated)	?	-3%	-8	1.2	3%	0%	-5%	-12%	3
COc1ccc(NC(=O)c2cc3nc(-c4ccc(C)c(C)c4)cc(C(F)(F)F)n3n2)cc1	-15%	-1%	.	0.1	3%	-1%	-2%	1%	2
CCOc1ccccc1NC(=O)CN1C(=O)CC(c2ccc(C)c(C)c2)=Nc2ccccc21	-9%	-1%	.	0.1	5%	-4%	15%	0%	-2
O=C(NCc1ccc(F)cc1)C1CCCCN1S(=O)(=O)c1ccc(F)cc1 (configuration not stated)	-8%	-1%	.	0.1	-5%	1%	3%	3%	-1
CCc1ccc(-c2cc(C)no2)cc1S(=O)(=O)Nc1ccc(C)cn1	?	-5%&-3%	-2	-0.7&0.5	-7%&-1%	-1%&-27%	11%[11.4 µM]	-10%&-1%	2&6
COc1ccc(C(=O)Nn2c(C)nc3ccccc3c2=O)cc1[N+](=O)[O-]	-4%	-2%	-10	0.2	3%	2%	11%	4%	-2
Cc1ccccc1NC(=O)c1cccc(N2C(=O)C3CCCCC3C2=O)c1 (configuration not stated)	?	-2%	.	.	1%	-1%	-8%	-2%	-2
CC(=O)N1c2ccccc2CC1C(=O)N1CCN(c2cccc(Cl)c2)CC1 (configuration not stated)	-28%	-2%	.	-0.4	-5%	0%	1%	5%	4
Cc1ccccc1NC(=O)NC1CCCc2ccccc21 (configuration not stated)	.	1%	-2	-0.4	3%	4%	10%	-2%	-2
Cc1cccc(Nc2nc(N3CCCC3)nc(N3CCCC3)n2)c1	?	1%	-11	0.4	-3%	1%	23%	-13%	-3
O=C(c1ccc(Br)o1)N(Cc1ccccc1)c1ccccn1	0%	-4%	2	-0.2	-9%	-3%	23%	10%	-4
Cc1ccc(NC(=O)CCC(=O)OC(C(=O)c2ccc(C)c(C)c2)c2ccccc2)c(C)c1 (configuration not stated)	5%	-1%	0	-0.4	2%	-3%	-15%	8%	-1
CCCn1nc(C(=O)Nc2cc(C(=O)OC)ccc2C)c2ccccc2c1=O	21%&-1%	1%	.	.	-3%	1%	14%	-7%	-1&-6
N#CC1=C(N)NC(SCC(=O)c2ccccc2)=C(C#N)C12CCCC2	-19%	1%	9	-1.7	-15%	-8%	-48%	0%	0
Cc1cc(C)c(S(=O)(=O)Nc2ccc3oc(C)c(C(=O)OC(C)C)c3c2)cc1C	-24%	15%	.	16	-20%	-2%	3%	-2%	2
CC(=O)CC(=O)Nc1ncc(C(F)(F)F)cc1Cl	10%	-3%	-6	0.4	15%	-4%	33%	5%	-3
CCOC(=O)c1c(-c2ccc(OC)cc2)csc1NC(=O)CSc1ncnc2sccc12	-1%	-3%	0	0.9	-5%	3%	13%	15%	-5
COc1cccc(-n2ccn(CC(=O)c3ccc(F)cc3)c(=O)c2=O)c1	-19%	-2%	.	1.3	4%	5%	8%	1%	-13
O=C(CNC(=O)c1sc2ccccc2c1Cl)NCc1cccnc1	.	-2%	2	-0.6	-4%	0%	-19%	10%	-11
